# RPL19A-GFP yeast – RPL19A-GFP expression modulators in yeast, primary screen, cell-based, S. cerevisiae, multiplex flow cytometry, MLPCN; S. cerevisiae RPL19A-GFP strain, 3 h; active compounds read low; percent response vs DMSO, % at 10 µM; actives 0.3% (n = 330,000);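 active = percent response vs DMSO below 50%; inconclusive = fewer than 70 events counted for the yeast strain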;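 note: median channel GFP fluorescence of the barcoded RPL19A-GFP strain; ratio of sample median GFP to plate DMSO average so 100% = DMSO; lower means less RPL19A-GFP as with rapamycin TOR inhibition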
# MEP2-GFP yeast – modulators of MEP2-GFP levels in yeast, primary screen, S. cerevisiae, multiplex flow cytometry, MLPCN library. actives 0.51% (n = 330,000). S. cerevisiae MEP2-GFP strain, 3 h; 100% = DMSO control level. GFP response vs DMSO, % at 10 µM;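 active = GFP response versus DMSO above a set limit, roughly screen mean plus 3 SD, cut at about 180% in these data; inconclusive = fewer than 70 cells counted for a yeast strain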;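 note: median GFP fluorescence of the barcode-gated MEP2-GFP cells per well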
# LAP4-GFP MLPCN – modulators of LAP4-GFP expression in yeast, primary screen, S. cerevisiae, multiplex flow cytometry, MLPCN library | AID 2023, 2009 | actives 0.34% (n = 320,000) | 3 h; median GFP as percent of DMSO wells | GFP response vs DMSO, % at 10 µM;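 active = GFP response vs DMSO above a set limit, about the screen mean plus 3 SD, cut at about 150% in these data; inconclusive = under 70 cell events counted for the yeast strain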
# GRK2 aptamer HTS – compounds blocking aptamer binding on GRK2 – biochemical, human GRK2, bead flow cytometry, HTS, primary screen | actives 0.59% (n = 330,000) | inhibition of aptamer binding, % at 10 µM | Beta-adrenergic receptor kinase 1 (Homo sapiens), P25098 | AID 488847, 2010 | FAM-aptamer displacement from GRK2;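 active = inhibition of aptamer binding above 40%, roughly 3 SD of noise, on plates passing a quality check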;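 note: median bead fluorescence of bound FAM aptamer so fluorescent compounds give negative values; no value below 0 was filed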
# CR mimetic SO – reduction of superoxide in aged yeast, primary screen, HTS; S. cerevisiae aged cells, superoxide DHE fluorescence; active compounds read low; superoxide response (% of plate mean), % at 10 µM; actives 0.18% (n = 330,000);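 active = superoxide response under a set limit, about three screen SD below normal, cut at about 65% in these data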;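 note: yeast aged for seven days with compound at 30 °C before DHE staining; 100% = average MFI of all compound-treated wells on the plate with controls excluded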
# VLA-4 inh – inhibition in human VLA-4 binding assay, primary screen, VLA-4 allosteric modulator project, MLPCN library, flow cytometry, VLA-4 expressing cells; Integrin alpha-4 (Homo sapiens), P13612; ligand binding flow cytometry; inhibition, % (about 7 µM as worked out from the volumes in the protocol); actives 0.2% (n = 330,000); AID 2557, 2010; in the data active = inhibition above about 50%
# Target sequence (P13612 whole entry, looked up): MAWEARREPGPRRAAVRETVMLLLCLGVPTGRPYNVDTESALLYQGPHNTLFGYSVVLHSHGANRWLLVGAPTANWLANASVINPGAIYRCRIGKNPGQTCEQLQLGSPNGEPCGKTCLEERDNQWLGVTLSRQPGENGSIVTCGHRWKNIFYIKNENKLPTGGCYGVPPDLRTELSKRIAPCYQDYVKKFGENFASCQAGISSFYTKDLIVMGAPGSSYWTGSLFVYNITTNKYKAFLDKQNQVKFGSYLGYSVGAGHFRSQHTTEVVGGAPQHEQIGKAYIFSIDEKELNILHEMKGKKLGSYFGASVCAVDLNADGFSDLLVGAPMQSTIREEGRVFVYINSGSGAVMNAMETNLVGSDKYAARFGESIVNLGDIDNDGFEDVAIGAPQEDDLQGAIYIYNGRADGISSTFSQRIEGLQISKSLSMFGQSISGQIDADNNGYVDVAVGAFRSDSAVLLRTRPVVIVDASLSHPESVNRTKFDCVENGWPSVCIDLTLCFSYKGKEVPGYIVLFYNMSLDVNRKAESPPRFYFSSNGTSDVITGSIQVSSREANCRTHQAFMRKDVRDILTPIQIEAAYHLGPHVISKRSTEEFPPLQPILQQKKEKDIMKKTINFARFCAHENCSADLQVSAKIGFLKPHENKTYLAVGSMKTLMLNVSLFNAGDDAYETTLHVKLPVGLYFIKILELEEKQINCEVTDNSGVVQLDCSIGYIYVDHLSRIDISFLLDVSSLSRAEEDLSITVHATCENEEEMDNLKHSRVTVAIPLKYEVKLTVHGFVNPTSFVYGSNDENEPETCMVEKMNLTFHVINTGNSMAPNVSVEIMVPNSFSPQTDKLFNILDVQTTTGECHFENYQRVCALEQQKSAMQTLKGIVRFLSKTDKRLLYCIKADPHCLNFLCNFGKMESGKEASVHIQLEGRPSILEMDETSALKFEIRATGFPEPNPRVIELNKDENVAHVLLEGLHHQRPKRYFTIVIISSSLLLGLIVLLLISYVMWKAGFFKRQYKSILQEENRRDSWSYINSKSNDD
# AGP1 TOR yeast – modulators of AGP1-GFP expression in yeast TOR pathway, primary screen, cell-based, multiplex flow cytometry, S. cerevisiae, MLPCN library. GFP response vs DMSO, % at 10 µM. actives 0.02% (n = 320,000). 3 h; GFP as percent of DMSO wells;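 active = GFP response relative to DMSO above a set limit, near screen average plus 3 SD, cut at about 150% in these data; inconclusive = fewer than 70 cells counted for the yeast strain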;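 note: median GFP channel fluorescence of the gated AGP1 strain per well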
# CIT2-GFP yeast – modulators of CIT2-GFP expression in yeast, primary screen, S. cerevisiae, GFP fusion, multiplex flow cytometry, MLPCN library | S. cerevisiae CIT2-GFP strain, 3 h; 100 means same as DMSO wells | GFP response vs DMSO, % at 10 µM | actives 0.065% (n = 320,000) | AID 2029, 2009;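 active = GFP response relative to DMSO above a set limit, near the screen mean plus 3 SD, cut at about 150% in these data; inconclusive = Fewer than 70 cells measured for a yeast strain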;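 note: ratio of well median GFP fluorescence to mean of DMSO wells on the plate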
# * marks the source's active call; other numbers are inactive results; ? = inconclusive; nt = no result given; [ ] = remark or other dose.
SMILES,RPL19A-GFP yeast,MEP2-GFP yeast,LAP4-GFP MLPCN,GRK2 aptamer HTS,CR mimetic SO,VLA-4 inh,AGP1 TOR yeast,CIT2-GFP yeast
CCC1(C)N([O-])C(C)=C(c2ccccc2)[N+]1=O (stereo unspecified),94,120,99,0,129,20,90,88
COc1cccc(NC(=O)C(=O)NCC2CCCN2S(=O)(=O)c2ccccc2)c1 (stereo unspecified),91,93,100,0,218,9,92,95
Cc1ccccc1N1C(=O)C2C3C=CC(C2C1=O)N(C)C3=O (stereo unspecified),83,115,104,1,101,5,50,96
O=C(CCNC(=O)c1ccc(Br)cc1)NNC(=O)C1COc2ccccc2O1 (stereo unspecified),93,97,92,0,96,13,97,98
O=C(COC(=O)CNC(=O)C1CCCCC1)NCc1ccc(Cl)cc1,97,101,95,0,121,7,96,95
Cc1ccc(S(=O)(=O)N2CCCCC2)cc1NC(=O)CCc1nc2ccccc2c(=O)[nH]1,93,94,101,0,80,-13,98,91
CC(C)C(=O)Nc1ccc(N2CCN(c3ccc(F)cc3)CC2)cc1,93,96,104,2,104,-1,97,nt
N#Cc1c(NC(=O)C(=O)NCCCN2CCOCC2)sc2c1CCC2,102,105,99,0,135,5,102,107
CC1Cc2ccccc2N1C(=O)Cn1cc([N+](=O)[O-])ccc1=O (stereo unspecified),92,90,101,0,123,-1,99,88
COc1ccccc1C(CNC(=O)c1cccc(S(=O)(=O)Nc2ccc(C)cc2)c1)N1CCCC1 (stereo unspecified),94,95,100,0,113,12,101,88
CCN(C(=O)CSc1ncnc2sccc12)c1c(N)n(Cc2ccccc2)c(=O)[nH]c1=O,99,103,101,0,73,-5,102,96
Cc1cccc(NC(=O)C2COc3ccccc3O2)n1 (stereo unspecified),100,101,125,0,102,12,102,91
COc1cc(NC(=O)c2ccccc2-c2ccccc2)cc(OC)c1OC,96,?,?,0,78,-2,?,92
O=C(Nc1ccc(-n2cnnn2)cc1)c1cccc(S(=O)(=O)N2CCCC2)c1,104,102,101,3,104,-3,108,107
O=C(COc1ccc2ccccc2c1)NNC(=O)Cc1ccccc1,98,105,105,0,97,-9,102,96

# Single records (already shown). Order of values: RPL19A-GFP yeast | MEP2-GFP yeast | LAP4-GFP MLPCN | GRK2 aptamer HTS | CR mimetic SO | VLA-4 inh | AGP1 TOR yeast | CIT2-GFP yeast
# `O=C(COC(=O)CNC(=O)C1CCCCC1)NCc1ccc(Cl)cc1` in the list: 97 | 101 | 95 | 0 | 121 | 7 | 96 | 95
# `CCN(C(=O)CSc1ncnc2sccc12)c1c(N)n(Cc2ccccc2)c(=O)[nH]c1=O` in the list: 99 | 103 | 101 | 0 | 73 | -5 | 102 | 96

# Carrying on:
SMILES,RPL19A-GFP yeast,MEP2-GFP yeast,LAP4-GFP MLPCN,GRK2 aptamer HTS,CR mimetic SO,VLA-4 inh,AGP1 TOR yeast,CIT2-GFP yeast
O=C(NCc1ccco1)c1csc(Nc2ccccc2Cl)n1,97,99,99,0,107,-1,89,92
CS(=O)(=O)N(CC(=O)NCc1ccncc1)c1cc(Cl)cc(Cl)c1,97,96,89,1,89,13,94,nt
CC(C)Cn1c(O)c2ccc(C(=O)N=NC(=O)c3cccnc3)cc2c1O,100,105,86,0,110,12,97,95
CC(C)NC(=O)c1onc(CSc2ccc(Cl)cc2)c1C(=O)NC(C)C,94,89,127,3,99,-2,83,88
COc1ccc(C(=O)N2CCOCC2)cc1Br,99,94,102,8,101,-1,95,94
CSCCC(NC(=O)COc1ccccc1)C(=O)N1CC(C)CC(C)C1 (stereo unspecified),99,98,93,2,88,7,96,98
O=C(COc1ccc([N+](=O)[O-])cc1)NNC(=O)Nc1cccc(F)c1,97[may fluoresce green],97[may fluoresce green],98[may fluoresce green],2,102,-6,102[may fluoresce green],116[may fluoresce green]
Cc1noc(C)c1C(=O)NC(C)c1ccc(Cl)cc1Cl (stereo unspecified),98,101,105,0,102,-2,107,105
CCn1c(SCc2ccc(C(=O)OC)o2)nc2sc3c(c2c1=O)CCCC3,98,105,104,0,90,-12,104,100
CCS(=O)(=O)N1CCC(C(=O)NCCCN2CCN(c3ccccc3F)CC2)CC1,96,100,97,0,89,0,99,103
CN(C)C(CNC(=O)CCCc1c[nH]c2ccccc12)c1ccco1 (stereo unspecified),94,95,93,0,96,16,95,97
Cc1ccc(CN(CC2CCCO2)C(=O)CN2C(=O)C(C(C)C)Oc3ccccc32)o1 (stereo unspecified),107,93,102,1,101,-9,114,108
O=C(CSc1nccc(=O)[nH]1)c1ccccc1Br,101,98,101,3,83,1,100,100
CCN1CCN(c2sc(S(C)(=O)=O)nc2S(=O)(=O)c2ccc(Cl)cc2)CC1,105,110,104,0,74,-3,109,113
Cc1nn(C)c(Cl)c1CN1CCC(CO)(CCOc2ccccc2)CC1,104,102,101,0,99,2,107,105
CCN(c1ccc(OC)cc1)S(=O)(=O)c1nnc(NC(=O)COc2ccc(F)cc2)s1,101,104,102,0,105,-23,104,109
CCC(C)NC(=O)c1cnn2c1NC(c1ccc3c(c1)OCO3)CC2C(F)(F)F (stereo unspecified),101,104,99,0,92,-3,103,102
O=C(c1ccc2c(c1)OCCO2)N1CCN(Cc2ccccc2)CC1,98,96,96,0,92,5,95,93
CCOc1cc(Cl)c(S(=O)(=O)NCc2cccnc2)cc1Cl,110,112,97,0,112,12,103,106
CC1(c2nnc(-c3ccccc3)o2)CC(c2ccncc2)=NO1 (stereo unspecified),98,90,108,0,105,7,89,108
COc1cc(OC)c(NS(=O)(=O)c2cc3[nH]c(=O)c(=O)[nH]c3cc2C)cc1Cl,101,101,107,4,100,-1,105,100
CCC1(C)CC(CCNS(=O)(=O)c2ccc(C)cc2)(c2ccc(C)cc2)CCO1 (stereo unspecified),97,99,98,0,105,3,97,97
N#CC1(NC(=O)COC(=O)Cn2[nH]c(=O)c3ccccc3c2=O)CCCCC1,102,102,101,4,91,2,105,102
CC(=O)c1ccc(NC(=O)Cn2c(=O)oc3ccccc32)cc1,100,99,98,1,87,6,86,95
Cn1c(=O)c2c(nc(NCc3ccco3)n2C)n(C)c1=O,99,102,101,6,86,-5,99,98
CCN1CCN(c2c(Cl)cccc2NC(=O)c2ccc3nsnc3c2)CC1,98,93,101,0,96,0,99,94
Cc1ccc(OCC(=O)Nc2ccc(C)c(S(=O)(=O)N3CCCCC3)c2)c([N+](=O)[O-])n1,100,103,93,0,99,7,102,101
Cc1nnc(SCC(=O)N2c3ccccc3C(C)(c3ccccc3)CC2(C)C)s1 (stereo unspecified),94,85,84,2,111,12,87,84
CC(C)(C)OC(=O)N1Cc2cc3ccccc3nc2C1CO (stereo unspecified),101,104,94,1,107,31,94,100
N=C(N)SCc1ccc(Cl)cc1Cl,112,108,91,0,94,9,102,108
C=CCn1c(SCC(=O)c2ccc(NS(=O)(=O)c3ccccc3)cc2)nnc1-c1cccs1,101,108,111,0,92,4,113,103
CN(C)c1ccc(/C=C(/C(=O)c2ccc(Cl)cc2Cl)n2cncn2)cc1,104,87,89,0,95,0,100,84
COc1ccc(C(=O)N2CCCC(c3ccccc3)C2)cc1 (stereo unspecified),99,94,94,7,107,16,nt,92
O=C(c1ccc2nccnc2c1)N1CCN(c2cccc(C(F)(F)F)c2)CC1,103,106,104,0,77,1,102,93
COc1cccc(NC(=O)CSc2ncc(S(=O)(=O)c3ccccc3)c(=O)[nH]2)c1,97,103,106,1,100,7,99,90
COCC(=O)Nc1cc(C(=O)Nc2ccccc2)ccc1Cl,99,103,100,0,111,2,104,99

# Of the compounds above, these contain a Cl atom:
SMILES,RPL19A-GFP yeast,MEP2-GFP yeast,LAP4-GFP MLPCN,GRK2 aptamer HTS,CR mimetic SO,VLA-4 inh,AGP1 TOR yeast,CIT2-GFP yeast
O=C(COC(=O)CNC(=O)C1CCCCC1)NCc1ccc(Cl)cc1,97,101,95,0,121,7,96,95
O=C(NCc1ccco1)c1csc(Nc2ccccc2Cl)n1,97,99,99,0,107,-1,89,92
CS(=O)(=O)N(CC(=O)NCc1ccncc1)c1cc(Cl)cc(Cl)c1,97,96,89,1,89,13,94,nt
CC(C)NC(=O)c1onc(CSc2ccc(Cl)cc2)c1C(=O)NC(C)C,94,89,127,3,99,-2,83,88
Cc1noc(C)c1C(=O)NC(C)c1ccc(Cl)cc1Cl (stereo unspecified),98,101,105,0,102,-2,107,105
CCN1CCN(c2sc(S(C)(=O)=O)nc2S(=O)(=O)c2ccc(Cl)cc2)CC1,105,110,104,0,74,-3,109,113
Cc1nn(C)c(Cl)c1CN1CCC(CO)(CCOc2ccccc2)CC1,104,102,101,0,99,2,107,105
CCOc1cc(Cl)c(S(=O)(=O)NCc2cccnc2)cc1Cl,110,112,97,0,112,12,103,106
COc1cc(OC)c(NS(=O)(=O)c2cc3[nH]c(=O)c(=O)[nH]c3cc2C)cc1Cl,101,101,107,4,100,-1,105,100
CCN1CCN(c2c(Cl)cccc2NC(=O)c2ccc3nsnc3c2)CC1,98,93,101,0,96,0,99,94
N=C(N)SCc1ccc(Cl)cc1Cl,112,108,91,0,94,9,102,108
CN(C)c1ccc(/C=C(/C(=O)c2ccc(Cl)cc2Cl)n2cncn2)cc1,104,87,89,0,95,0,100,84
COCC(=O)Nc1cc(C(=O)Nc2ccccc2)ccc1Cl,99,103,100,0,111,2,104,99

# Screens from PubChem BioAssay.
